# Screens (PubChem)
# dFosB act: mouse delta FosB homodimer activation | P13346 | activation, % at 25 µM | purified delta FosB, TAMRA-CDK5 oligo fluorescence polarization; percent of positive-control signal above neutral wells | actives 0.99% (n = 340,000);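 active = mean activation above about 17%, with every replicate also reaching it, limit read from the data, passing the limit was not always enough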;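 also: fluorescence polarization rise as delta FosB binds a TAMRA Cdk5 AP-1 oligo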
# Target sequence (P13346 whole entry, looked up): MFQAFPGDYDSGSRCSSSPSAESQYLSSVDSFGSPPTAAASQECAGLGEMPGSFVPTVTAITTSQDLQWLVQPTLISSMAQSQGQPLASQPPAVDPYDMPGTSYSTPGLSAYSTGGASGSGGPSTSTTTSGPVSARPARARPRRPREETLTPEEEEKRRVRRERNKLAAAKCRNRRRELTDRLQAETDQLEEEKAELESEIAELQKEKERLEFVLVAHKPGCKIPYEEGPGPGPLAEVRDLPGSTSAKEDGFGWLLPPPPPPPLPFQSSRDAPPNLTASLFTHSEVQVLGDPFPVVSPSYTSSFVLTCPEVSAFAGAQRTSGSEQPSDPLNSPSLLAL
# Tat transport: E. coli Tat transport inhibition. actives 0.036% (n = 340,000). E. coli MC4100 TorA-mCherry Tat export, fluorescence. inhibition, % at 10 µM. AID 488895;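 active = mean replicate inhibition at least 50% and at least half of replicates individually reaching 50%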;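 also: exported cargo escapes ClpAP degradation while cytoplasmic cargo is degraded and loses fluorescence; 0% = median of neutral control wells and 100% = median of NaSCN control wells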
# Wnt act: activators of Wnt/beta-catenin signaling; Wnt/beta-catenin reporter cell assay, activator, plate reader; activation, % at 9.35 µM; actives 1.2% (n = 300,000); in the data active = activation above about 30%, passing the limit was not always enough;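 also: 0% = neutral control wells and 100% = positive control wells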
# CAL PDZ FP-1: CAL PDZ (human) peptide binding inhibition; purified CAL PDZ, TMR-peptide fluorescence polarization, 1 h; actives 0.92% (n = 300,000); AID 602252; Q9HD26; inhibition, % at 24.9 µM;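 active = mean inhibition of at least 30% with at least half of replicates also reaching 30%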;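 also: 0% = DMSO neutral control and 100% = excess unlabeled competitor peptide PRC23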
# CAL PDZ FP-2: human CAL PDZ-peptide interaction inhibition | actives 0.02% (n = 330,000) | purified CAL PDZ, TMR-peptide fluorescence polarization, 1 h | AID 504414 | inhibition, % at 20 µM;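 active = highest replicate inhibition of at least 40%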;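 also: plate controls were DMSO neutral control wells for no effect and unlabeled competitor peptide control wells for full effect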
#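 Assay system – tagged CAL PDZ protein CerCALP, purified · Timing – 1 h at RT · Compound – single point, 20 µM · Measured by – fluorescence polarization from S- and P-plane intensities, G-factor corrected · Evaluation – inhibition from polarization loss · Probe or stimulus – TMR reporter peptide T*-PRC34 · Buffer or medium – pH 7.4 phosphate-saline buffer, reducing agent, detergent, IgG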
# RTF Ca sens act: increases calcium sensitivity of human cardiac regulated thin filaments | P19429+P45379 | actives 0.24% (n = 340,000) | IANBD-labeled TnC RTF fluorescence at EC20 calcium; 0% EC20 calcium, 100% full calcium | activation, % at 7.2 µM;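 active = activation above the mean over all tested compounds plus 3 SD, cut at about 30% in these data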;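 also: rise in fluorescence read as greater calcium sensitivity of cardiac thin filaments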
# CDK5 p35 inh: blocks human CDK5/p35 kinase activity; Q00535+Q15078; Recombinant CDK5/p35, ADP-Glo luminescence, 60 min; inhibition, % at 10 µM; actives 0.01% (n = 330,000);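 active = highest replicate inhibition of at least 50% and at least 75% of replicates reaching 50%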;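 also: plate controls were DMSO neutral control for no effect and GW8510 at 10 µM for full effect; many of its hits are not listed in these tables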
# MITF act: increases MITF-driven TRPM1 promoter luciferase signal | SK-MEL-5 TRPM1-promoter luciferase, 24 h; % of positive control, neutral wells = 0 | AID 588334 | activation, % at 12.5 µM | actives 0.75% (n = 300,000);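 active = mean activation of at least 80% with every replicate also reaching 80%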;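 also: 0% = neutral control wells and 100% = parthenolide positive control wells; values of inactives mirror those of a sister screen read the other way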
# V-ATPase pHluor: alters yeast V-ATPase proton transport | response, % at 10 µM | actives 0.37% (n = 350,000) | S. cerevisiae, pHLuorin cytosolic pH fluorescence | AID 504577; in the data active = response mostly above about 7.3%, no sharp cut-off; inactive = mostly below about 5.4%; also: actives read high; inactives centre near 0; some compounds called inactive have numbers as strong as hits; reference of the scale not given here
# Rtt109 HAT inh: C. albicans Rtt109 histone acetyltransferase inhibition; Q5AAJ8; purified Rtt109/Vps75, ThioGlo CoA-SH fluorescence, 4 h; inhibition, % at 34.9 µM; actives 0.16% (n = 330,000);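 active = inhibition of at least 50% in every replicate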
# Target sequence (Q5AAJ8 whole entry, looked up): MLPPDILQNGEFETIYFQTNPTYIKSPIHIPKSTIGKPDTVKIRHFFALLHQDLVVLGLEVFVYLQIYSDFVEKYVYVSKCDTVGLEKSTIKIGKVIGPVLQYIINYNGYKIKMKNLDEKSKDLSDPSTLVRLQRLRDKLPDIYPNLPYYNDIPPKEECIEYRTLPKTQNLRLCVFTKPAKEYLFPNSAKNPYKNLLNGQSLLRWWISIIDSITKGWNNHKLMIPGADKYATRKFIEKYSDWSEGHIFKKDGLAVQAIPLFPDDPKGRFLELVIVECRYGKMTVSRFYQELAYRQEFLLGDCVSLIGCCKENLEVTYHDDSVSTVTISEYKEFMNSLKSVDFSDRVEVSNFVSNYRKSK
# * hit, by the source's call; . = not tested or not shown; & = joins results of further samples.
Compound	dFosB act	Tat transport	Wnt act	CAL PDZ FP-1	CAL PDZ FP-2	RTF Ca sens act	CDK5 p35 inh	MITF act	V-ATPase pHluor	Rtt109 HAT inh
CCC1(c2ccc(-c3ccccc3)cc2)C(=O)NC(=O)NC1=O	-1	8	0	1	-0.1	-4	2.1	.	3	10
NC(Cc1ccccc1)c1nn[nH]n1 (centres undefined)	3	-6	-2	-5	0.9	9	-0.8	-5	3	2
CCCC1(CCC)C(=O)NC(=NCc2ccccc2)NC1=O	-6	1	.	-4	0.3	1	-0.6	.	3	-3
Cc1cccc(-n2c(O)c(C=Nc3ccc(Br)cn3)c(=O)[nH]c2=O)c1	-9	-15	-1	-3	.	0	-8.0	-14	1	-3
Cc1ccc2c(c1)N(C(C)C(=O)N1CCC3(CC1)OCCO3)C(=O)CO2 (centres undefined)	0	1	2	-1	-2.0	-5	1.5	-6	-2	-4
COC(=O)C1=C(c2ccc(OC(F)(F)F)cc2)C[C@@H]2CC[C@H]1N2C(=O)NCCO	-1	3	12	0	0.8	-1	0.3	17	-1	-5
CN1CCCC(C(=O)c2ccc(-c3ccccc3)cc2)C1 (centres undefined)	-1	-8	-1	0	-1.6	-9	0.6	.	-4	0
Cc1ccc(N2C(=O)/C(=C/c3ccc(CN(CCC#N)S(C)(=O)=O)o3)C(=O)NC2=S)cc1	-7	4	.	-2	-0.1	1	-12	0	-4	11
O=c1[nH]c(=O)n(Cc2ccco2)c(O)c1C=NCCN1CCNCC1	-9	-6	-2	-12	-0.2	5	-0.3	10	1	3
COc1ccc(CCn2c(O)c(C=NC3CC3)c(=O)[nH]c2=O)cc1OC	6	-9	0	-5	0.0	-5	0.5	-23	-3	9
CCN1C(=O)NC(=O)C2(CCCC2)C1=O	8	-4	8	-6	-0.5	0	0.5	-1	2	7
CCN1CCC2(CCNC2)C1 (centres undefined)	-9	-6	.	.	-0.4	0	4.2	5	6	8
C[C@]12CCC(=O)C[C@H]1CC[C@@H]1[C@@H]2CC[C@]2(C)C(=O)CC[C@@H]12	-3	13	3	-3	0.0	2	-1.3	11	-2	-16
O=c1[nH]c(=O)n(Cc2ccc(F)cc2)c(O)c1C=NCCCn1ccnc1	-14	-16	.	.	-0.4	-1	-1.3	-11	-4	14
COc1cccc(-c2cc(C(F)(F)F)n3nc(C(=O)N4CCC5(CC4)OCCO5)cc3n2)c1	-8	5	.	-1	-2.8	0	1.0	7	-3	.
CCCCN1CCC(O)(c2ccccc2)C(C(=O)c2ccccc2)C1 (centres undefined)	1	-15	.	-3	-0.6	1	0.4	-2	3	20
CCN1CCN(Cc2cc3c(cc2[N+](=O)[O-])OCO3)CC1	-8	3	-1	-10	-1.3	-11	0.4	.	-1	-1
O=C1NC(=O)N(C2CCCCC2)C(=O)C1C1c2ccccc2C(=O)N1Cc1ccccc1 (centres undefined)	-1	-1	.	-2	-0.2	0	0.3	-6	-1	6
O=C(N/N=C/c1c(O)n(Cc2ccccc2)c(=O)[nH]c1=O)c1ccccc1O	-66	-22	2	0	-2.2	1	-1.3	-13	-2	19
CCCCS(=O)(=O)N1CCN(C(=N)N[N+](=O)[O-])CC1	-1	34	-1	4	0.1	.	0.4	3	1	12
Cc1ccc(O)c(CN2CCC3CCC(C3)C2)c1 (centres undefined)	3	8	-2	-12	0.1	-4	-1.3	-1	3	-1
C=CCn1c(O)c(/C(CC)=N/NC(=S)Nc2ccccc2)c(=O)[nH]c1=O	-7	-11	4	-1	-5.1	9	1.5	.	0	-11
CC(Cc1ccccc1)/[N+]([O-])=C\c1ccc(C(F)(F)F)cc1 (centres undefined)	2	0	27	3	0.6	4	0.5	115*	0	1
O=P(C(Cl)Cl)(N1CCOCC1)N1CCOCC1	-2	-3	0	.	0.2	-6	0.1	-4	-2	0
CC(=O)Nc1ccc(OC(=O)N(C)c2ccccc2)cc1	9	-8	.	-1	0.1	10	0.3	6	-9	-1
Cc1ccc(CN2CCN(Cc3ccccc3F)CC2)cc1	-6	-4	-1	-3	0.6	0	0.1	-5	0	.
C=COCCn1c(C)c(C(C)=O)c2cc(O)ccc21	-4	-4	-1	-2	-0.1	7	-1.2	0	-1	2
O=C(c1cccc(Cl)c1)C1CCCN(Cc2cccc3cnccc23)C1 (centres undefined)	-7	1	-1	0	0.5	3	-1.4	-3	2	0
COc1ccc(C)cc1NC1=NC(C)(C)CS1	-2	2	-1	-4	-2.8	4	1.2	-5	-1	-5
CC(C)Oc1ccc(C2(C#N)CC[N+](C)(C)CC2)cc1	1	-2	4	-2	-2.0	-1	0.7	17	-3	-16
NS(=O)(=O)c1ccc(N2CCNCC2)cc1	-2	-11	-8	-2	0.0	-2	1.5	4	2	-2
C[C@]12CCC(=O)C=C1C=CC1C2CC[C@@]2(C)C1CC[C@@H]2O (some centres undefined)	-10	1	-8	-2	1.1	11	-2.0	-20	1	-3
Cc1cc(C)nc(N2Cc3ccccc3C2=N)n1	-10	1	8	.	-1.3	2	-5.4	4	1	14
Cc1cccc(-n2c(C)nc3ccccc3c2=O)n1	1	-4	3	-1	-0.6	5	1.1	-1	6	0
Cc1cccc(C(O)(C(=O)O)c2ccccc2)c1 (centres undefined)	-12	-1	-3	-2	-5.8	0	0.1	-6	-1	-5
CC(=O)c1c(C)n(Cc2ccccc2Cl)c2ccc(O)cc12	4	-4	-4	-3	1.0	-8	-0.6	19	-1	4
CC(C)NS(=O)(=O)c1ccc(OCC(=O)N2CCN(C)CC2)cc1	2	-4	1	1	-0.1	2	2.2	-2	3	0
Brc1ccccc1CNCCc1ccc2c(c1)OCO2	2	13	1	-2	0.2	-3	0.1	.	1	1
Cc1ccccc1CN1CCN(C(=O)Cc2ccccc2)CC1	0	1	-2	3	-0.8	7	0.0	12	-1	15
Cc1ccc(NP(=O)(Oc2ccccc2)Oc2ccccc2)cc1	-7	6	-3	-6	-1.6	1	-0.6	.	-1	1
CC(=O)N1CCCSC1=Nc1ccccc1	0	3	0	58*	-0.7	0	-0.8	-2	-1	1
O=P(O)(O)COc1ccccc1O	5	-1	-1	-2	-1.4	1	0.6	-9	1	3
COc1ccc(/C=C2\C(=O)NC(=O)N(Cc3ccccc3)C2=O)c(OC)c1OC	-9	0	-9	-3	-2.1	-1	0.1	13	8	22
NS(=O)(=O)c1cccc(N2CCNCC2)c1	-3	0	-1	4	-1.1	4	-1.5	-9	1	-7
Cn1c(O)c(C(=Nc2ccccc2)SCc2ccc(Cl)cc2)c(=O)n(C)c1=O	0	7	2	.	-1.6	5	-5.2	.	1	-1
C#C[C@]1(O)CC[C@H]2[C@@H]3CCC4=CC(=O)CC[C@]4(C)[C@H]3CC[C@@]21C	4	-3	-1	-3	-0.3	4	-0.2	13	-1	7
O=C(c1cc2c(s1)CCCC2)N1CCC2(CC1)OCCO2	8	1	2	.	-2.5	-1	0.0	20	3	3
CN(C)C(=O)Oc1ccc2c(=O)c(Oc3ccccc3Br)coc2c1	-3	-6	5	-3	-1.3	-4	1.4	46	4	6
CCNC(=O)[C@H]1O[C@@H](n2cnc3c(N)ncnc32)[C@H](O)[C@@H]1O	3	6	0&-1	-5	0.0	1	0.4	-6	1	0
Cc1cc(=O)oc2cc(OCC(=O)N3C[C@H]4C[C@@H](C3)c3cccc(=O)n3C4)ccc12	0	-8	-1	-4	-0.3	-3	-0.3	.	0	-5
COC(=O)C1=C(c2ccc(F)cc2OCc2ccccc2)C[C@@H]2CC[C@H]1N2C(=O)NCc1cccc(OC)c1	-6	14	-3	-3	-0.9	0	-2.6	.	-4	0
CCCCn1c(N)c(N(CCOC)C(=O)CN2CC=C(c3ccccc3)CC2)c(=O)[nH]c1=O	-19	2	0	-3	-1.2	4	-0.9	-3	3	2
O=C(COc1ccccc1)N1CCN(Cc2c[nH]c3ccccc23)CC1	1	-7	.	0	0.3	1	2.1	-16	0	2
COC(=O)c1ccc(CN2CCN(Cc3ccccc3)CC2)cc1	-4	-4	.	.	1.0	2	-3.8	-4	0	0
Cc1nc2cc(C(F)(F)F)ccc2n1C1CCN(Cc2nnnn2Cc2cccs2)CC1	-2	15	.	0	-1.3	10	-2.7	.	1	1
COC(=O)C1=C(c2ccc(OC(F)(F)F)cc2)C[C@@H]2CC[C@H]1N2C(=O)NCCCOC(C)C	-5	-3	-2	0	0.2	5	-3.8	-6	2	4
C=C[C@H]1CN2CC[C@H]1C[C@@H]2[C@@H](O)c1ccnc2ccccc12	-4	-4	-1	22	-0.1	3	-1.6	-3	-1	-7
CN(C)P(=O)(N(C)C)N1CC1	-1	3	-1	-3	-0.5	3	-1.5	1	2	-8
O=c1[nH]c(=O)n(CCC2=CCCCC2)c(O)c1C=Nc1cccc(F)c1	4	-2	.	-4	-2.0	4	-2.0	.	7	-1
CCN1C(=O)C(=C/C=C/c2ccco2)C(=O)N(CC)C1=S	57*	-13	1	-14	-3.3	14	-16	1	-1	28

# Remaining list, next part
Compound	dFosB act	Tat transport	Wnt act	CAL PDZ FP-1	CAL PDZ FP-2	RTF Ca sens act	CDK5 p35 inh	MITF act	V-ATPase pHluor	Rtt109 HAT inh
Cc1cccn2c(=O)c3c(nc12)N1CCc2ccccc2C1C1(C3)C(=O)NC(=O)N(C)C1=O (centres undefined)	-5	0	.	-1	-1.3	-3	1.0	-18	-3	6
C[C@H]1CCCC(=O)CCC/C=C/c2cc(O)cc(O)c2C(=O)O1	-14	5	-2	-4	-0.3	7	1.0	-6	1	3
Cn1c(C(=O)O)c(CC(=O)N2CCN(Cc3ccccc3)CC2)c2ccccc21	3	9	.	-1	-1.9	3	0.3	-7	-2	-6
OCC#CC[N+]1(CC#Cc2ccccc2)CCOCC1	-1	-15	-1	-1	-1.9	-7	-0.5	-11	-2	-2
CCc1ccccc1NC(=O)N1C[C@H]2C[C@@H](C1)c1cccc(=O)n1C2	0	12	-2	2	0.8	5	0.3	1	-3	4
NCCc1ccc(S(=O)(=O)F)cc1	2	15	-3	3	-0.5	-1	0.5	-4	2	0
COc1cc(C2SCC(=O)Nc3c2c(C)nn3-c2ccccc2)cc(OC)c1OC (centres undefined)	-2	-1	.	.	-1.5	1	0.7	11	4	-4
O=C(N/N=C/c1c(O)n(C2CCCCC2)c(=S)[nH]c1=O)c1ccccc1	-1	23	3	0	-0.9	-5	-10	-7	-1	5
O=C(Cn1ncn2c(cc3cc(F)ccc32)c1=O)N1CCC2(CC1)OCCO2	-1	2	-1	.	1.1	-1	-0.1	-6	2	-10
CC(Cc1ccccc1)NC(=O)NC(C)Cc1ccccc1 (centres undefined)	-4	-10	.	-16	-2.2	4	0.2	55	.	-4
COc1cc(/C=C2\C(=O)NC(=O)N(c3ccccc3)C2=O)cc(OC)c1O	-4	-4	.	.	-0.9	-6	-3.3	7	-1	4

# Some of the compounds tested (hit frequency here may not be typical).
